Ec RNAP inh: blocks E. coli RNA polymerase transcription; inhibition, %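 (tested at 10 µM)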; fluorescence transcription assay; 62,000 tested, 0.2% active; P0A8V2; in the data active = inhibition above about 20%;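 also: 0% = enzyme without compound and 100% = no enzyme blank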
Target sequence (P0A8V2 whole entry, looked up): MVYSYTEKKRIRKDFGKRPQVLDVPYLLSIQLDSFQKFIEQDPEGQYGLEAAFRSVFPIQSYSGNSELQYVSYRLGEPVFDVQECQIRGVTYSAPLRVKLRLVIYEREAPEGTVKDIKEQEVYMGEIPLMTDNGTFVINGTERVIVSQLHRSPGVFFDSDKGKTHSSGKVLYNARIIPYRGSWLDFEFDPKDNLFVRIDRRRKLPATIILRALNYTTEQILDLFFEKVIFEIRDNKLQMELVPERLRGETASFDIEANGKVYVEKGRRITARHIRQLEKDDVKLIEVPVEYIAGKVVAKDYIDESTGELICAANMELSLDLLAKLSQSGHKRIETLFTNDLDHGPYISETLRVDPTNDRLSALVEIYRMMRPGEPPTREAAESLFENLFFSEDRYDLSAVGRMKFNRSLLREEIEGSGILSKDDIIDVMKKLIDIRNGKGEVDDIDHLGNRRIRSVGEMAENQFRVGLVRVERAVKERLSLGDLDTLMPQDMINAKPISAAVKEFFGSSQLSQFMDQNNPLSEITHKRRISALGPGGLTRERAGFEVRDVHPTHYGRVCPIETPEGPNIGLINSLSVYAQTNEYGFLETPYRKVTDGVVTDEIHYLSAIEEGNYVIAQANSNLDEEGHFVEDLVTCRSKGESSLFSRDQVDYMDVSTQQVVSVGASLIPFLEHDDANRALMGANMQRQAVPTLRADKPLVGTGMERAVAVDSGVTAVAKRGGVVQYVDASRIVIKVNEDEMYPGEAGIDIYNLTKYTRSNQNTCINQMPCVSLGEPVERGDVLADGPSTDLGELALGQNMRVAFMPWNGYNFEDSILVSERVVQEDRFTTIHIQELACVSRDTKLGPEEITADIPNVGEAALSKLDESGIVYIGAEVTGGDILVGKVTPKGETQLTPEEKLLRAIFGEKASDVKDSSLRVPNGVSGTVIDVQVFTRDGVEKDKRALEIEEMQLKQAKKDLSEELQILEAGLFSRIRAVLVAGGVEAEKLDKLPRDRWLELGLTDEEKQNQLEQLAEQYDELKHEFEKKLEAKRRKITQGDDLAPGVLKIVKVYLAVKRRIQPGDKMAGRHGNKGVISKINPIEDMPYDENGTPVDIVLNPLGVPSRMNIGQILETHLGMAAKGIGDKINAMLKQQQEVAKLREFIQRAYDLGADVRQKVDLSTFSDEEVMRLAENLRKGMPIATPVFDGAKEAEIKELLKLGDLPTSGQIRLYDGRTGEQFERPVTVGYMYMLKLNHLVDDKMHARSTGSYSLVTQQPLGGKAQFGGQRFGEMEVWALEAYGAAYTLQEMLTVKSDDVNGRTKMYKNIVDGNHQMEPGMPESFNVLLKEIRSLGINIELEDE
Cdc25B block: inhibitors of human Cdc25B phosphatase | AID 368 | inhibition, %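 (compounds tested at 10 µM final in the well)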 | P30305 | 65,000 tested, 0.1% active | recombinant Cdc25B, OMFP fluorescence Ex485/Em525; in the data active = inhibition above about 50%
DUSP1 inh: blocks human MKP-1 phosphatase activity. recombinant MKP-1, OMFP hydrolysis fluorescence. 65,000 tested, 0.15% active. AID 374. inhibition, %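 (compounds tested at a single concentration somewhere between 10 and 100 µM)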;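 active = inhibition above about 50%, limit read from the data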;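 also: 0% = DMSO max control wells and 100% = wells with enzyme stopped by NaOH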
Hsp90 inh: displaces geldanamycin probe from tumor Hsp90; P07900; inhibition, % at 30 µM; NCI-N417 lysate Hsp90, Cy3B-geldanamycin FP displacement; 64,000 tested, 0.35% active;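 active = inhibition above 50%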;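 also: 0% = tracer plus lysate wells and 100% = tracer alone without lysate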
D1 allo mod: allosteric modulators of human D1 dopamine receptor; P21728; HEK293 D1, CRE-luciferase, dopamine EC30 potentiation; actives deviate in either direction; B-score at 10 µM; 58,000 tested, 5.9% active; AID 641;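 active = luminescence count or its row- and column-corrected plate score outside the 99.7% band of the plate's sample wells, on either side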
AP ELISA ortho: orthogonal test for alternative complement pathway inhibitors | Human serum alternative complement pathway, LPS-coated ELISA, C3 deposition; tested in compound mixtures | inhibition, % at 5 µM | 62,000 tested, 0.08% active;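 active = inhibition above 30% in each of the two pooled mixtures holding the compound, so the lower value exceeds 30%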;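 also: 0% = serum in Mg-EGTA without compound and 100% = EDTA serum blank; some compounds past the cut are filed as inactive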
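Assay system: Human serum alternative complement pathway, C3 deposition on LPS-coated wells | Incubation: 1 h serum-compound exposure at 37 °C | Doses: 5 µM per compound in ten-compound mixtures | Read-out: Percent inhibition | Technique: ELISA with HRP anti-human C3 antibody, TMB substrate, absorbance 450 nm | Replication: Two pool placements per compound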
Ecoli tolC: blocks growth of E. coli BW25113 tolC mutant; OD615; growth inhibition, % at 10 µM (by protocol); 65,000 tested, 2.2% active; AID 573;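 active = growth inhibition at or above a cutoff equal to the mean over every tested compound plus 3 SD, cut at about 60% in these data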;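 also: growth measured after 20 h incubation at 37 °C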
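System: E. coli ΔtolC::kan strain BW25113; Buffer or medium: LB broth supplemented with 50 µg/mL kanamycin; Compound: 10 µM final, single dose; Incubation: bacterial growth with compound for 20 h at 37 °C; Signal: A615 absorbance measurement; Evaluation: growth inhibition in percent.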
CatB block: inhibitors of human cathepsin B. inhibition, %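 (tested at 10 µM)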. purified cathepsin B, fluorogenic substrate, fluorescence. AID 453. P07858. 63,000 tested, 0.1% active; in the data active = inhibition above about 21%;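 also: 0% = enzyme with no compound and 100% = no enzyme blank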
CatB mixtures: human cathepsin B inhibition by mixtures; P07858; Purified cathepsin B, AMC dipeptide fluorescence, compound mixtures; inhibition, %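 (ten-compound pools at 5 µM per compound and 50 µM total)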; 62,000 tested, 0.06% active; AID 488; in the data active = inhibition above about 22%, passing the limit was not always enough;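 also: 0% = enzyme without compound and 100% = no enzyme blank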
Starred values were filed as active, the others as inactive; / = no result given.

Sequence of screens: AP ELISA ortho, CatB mixtures, Ecoli tolC, Cdc25B block, Ec RNAP inh, DUSP1 inh, CatB block, Hsp90 inh, D1 allo mod
1) O=C1CN(C(=O)c2ccc(Br)o2)C(c2ccc(F)cc2)c2cc(F)ccc2N1 (stereo not drawn)
  /, /, 23.7, -5.9, /, -17.5, /, 1.2, 0.0137
2) CC1CCCCN1CCNC(=O)CN1C(=O)COc2ccccc21 (stereo not drawn)
  5.3, 6.1, -12.3, -1.4, 2.0, 7.7, 0.0, -4.6, -3.51*
3) O=C(Nc1ccc(Oc2ccc(Cl)cc2)cc1)c1ncn[nH]1
  12.5, -0.3, 4.4, -13.9, 9.0, 6.9, 5.7, 4.1, -0.8
4) Nc1ccc2c(c1)N1CCN=C1S2
  /, /, 4.7, 4.9, /, -3.8, -3.8, 0.7, /
5) Cc1nc2n(n1)CC(O)CS2 (stereo not drawn)
  -6.2, -2.9, -33.9, -10.0, 6.5, 17.1, -3.3, 2.1, 0.0255
6) O=C(Cn1c(=O)oc2cc(S(=O)(=O)N3CCCC3)ccc21)N1CCN(c2ccccn2)CC1
  13.5, 3.4, -8.3, -3.4, 4.3, 1.2, 4.2, -0.8, -0.531
7) O=C(C1CCCO1)N1CCN(c2ncccn2)CC1 (stereo not drawn)
  12.4, -0.3, -16.4, 2.0, -0.7, 15.3, 4.6, -13.5, 0.0776
8) O=C(Nc1ccccc1-c1nc2ccccc2o1)c1ccc2c(c1)OCCO2
  -7.6, 6.7, -18.5, -15.0, 7.0, -5.0, 1.0, -3.0, 0.496
9) Cc1ccc(-n2nnnc2SCC(=O)NC(=O)Nc2ccc3c(c2)OCCO3)cc1
  6.8, 1.1, 32.0, 3.6, 0.8, -10.1, -3.3, -3.3, 0.154
10) COCCn1c(SCC(=O)Nc2ccc(S(=O)(=O)N3CCOCC3)cc2)nc2ccccc21
  3.8, 4.8, 0.7, -4.2, 1.2, 26.2, -6.1, -4.0, -0.188
11) CCOC(=O)c1c(/N=C/N(C)C)sc(C(=O)OC)c1C
  8.4, 4.3, -4.9, -5.0, 10.4, 9.1, 3.1, /, 3.7*
12) O=c1c2cnn(-c3ccccc3)c2ncn1Cc1cccc(Cl)c1
  16.9, 2.2, -1.5, -7.1, -5.1, 11.5, -0.8, -6.7, -0.432
13) COCc1cc(=O)n2[nH]c(SC)nc2n1
  1.3, 0.2, -13.1, 0.5, 6.6, -9.2, 4.0, -12.7, 1.31
14) Cc1cc(C)nc(SCC(=O)Nc2ccc(N3CCOCC3)cc2)n1
  16.8, -1.2, 31.5, -10.2, -7.5, -28.1, -2.4, -0.9, -0.654
15) CCCC(=O)NCCc1nc2ccccc2n1C
  5.8, -0.9, 4.5, -15.7, 3.2, 4.5, 3.1, /, -0.0517
16) C=C(C)CSc1nncn1/N=C/c1ccc(OC)cc1
  -4.4, 2.0, 9.3, 6.5, 9.6, -10.8, -1.9, -0.9, 3.53
17) CC1(C)CN(O)CCN1O
  /, /, 1.1, 12.6, -15.5, -19.6, 2.9, 0.6, -1.19
18) Cc1nc2ccc(S(=O)(=O)NC(C(=O)N3CCCCCC3)C(C)C)cc2s1 (stereo not drawn)
  19.8, 6.2, 6.2, -15.9, 4.2, 1.1, -1.3, -2.9, /
19) CCOC(=O)c1ccc(NC(=O)CC2C(=O)N(c3cccc(OC)c3)C(=O)N2CCOC)cc1 (stereo not drawn)
  7.3, 5.4, 3.5, -6.2, 7.4, -4.3, -0.1, -8.2, -0.948
20) Fc1ccc(CNc2ccc(CNc3ncn[nH]3)cc2)cc1
  8.7, -5.2, 14.6, 8.3, 4.2, -7.0, 0.7, -1.8, 2.11
21) CCOC(=O)c1ccccc1NC(=O)N1CCn2c(C)ccc2C1CC (stereo not drawn)
  1.1, -1.4, 2.0, -3.7, 4.4, -4.7, 4.4, -3.8, 0.849
22) COC(=O)c1cn(NC(=O)CC2CCCCC2)c(=O)c2ccccc12
  7.2, -0.5, 9.9, -7.1, 5.4, 6.9, 5.8, /, 1.54
23) COc1ccc(OC)c(NC(=O)C2CCCN(S(=O)(=O)c3cccc4cccnc34)C2)c1 (stereo not drawn)
  4.3, 3.1, 11.6, 1.5, 11.0, 14.7, 3.5, 3.4, 1.93
24) Cc1cc(C)n2nc(NCc3cccc(Br)c3)nc2n1
  -2.4, 0.5, 18.5, 4.2, 6.9, -5.7, -1.3, 1.4, /
25) N#C/C(C(=O)NCc1ccco1)=C1/SC(Cc2ccc(Cl)cc2)C(=O)N1c1ccccc1 (stereo not drawn)
  26.1, 4.8, -1.9, 12.0, 12.0, -27.1, 0.5, -4.4, -1.15
26) CSc1nc(C)c(Oc2ccccc2)c(=O)n1C
  6.6, -0.9, -6.7, -11.7, -7.9, 20.7, 4.2, -2.2, 0.799
27) CCOCCCn1c(=S)[nH]c2cc(C(=O)NCCN(CC)CC)ccc2c1=O
  12.8, 4.0, -1.1, -13.9, 5.8, 5.7, -0.9, -3.2, 0.119
28) COc1cc(C)c(Cl)cc1S(=O)(=O)NCc1ccncc1
  9.3, 6.8, 2.5, -18.7, 7.0, 28.7, -1.1, -5.2, /
29) CC1CCN(c2ncnc3c2cnn3-c2ccccc2)CC1
  12.2, 2.5, 49.2, -6.0, 14.9, -6.0, 0.6, 0.4, -3.04*
30) CC(C)Cc1cc(C(=O)Nc2cc(Cl)ccc2Cl)no1
  5.6, 1.5, -21.7, -11.7, 6.5, -6.8, 5.0, 0.7, -1.06
31) CCCc1nc(N2CCOCC2)c(C#N)c2c1CCCC2
  1.7, -0.4, 10.2, 2.8, 7.3, -16.3, -1.1, -3.5, 6.54*
32) O=c1c2cc(Cl)ccc2oc2nc3n(c(=O)c12)CCCS3
  4.6, 3.1, -13.4, 1.1, 4.7, 11.3, 0.9, -1.8, 1.44
33) CN(C)c1ccc(-c2noc(C3CCN(S(=O)(=O)c4cccc(Cl)c4)CC3)n2)cc1
  -4.0, -2.0, 15.0, -4.7, 4.8, -6.2, -4.4, /, 0.101
34) COc1ccc(C2C(C(=O)N3CCCCC3)CCC(=O)N2c2cc(OC)c(OC)c(OC)c2)cc1 (stereo not drawn)
  12.2, 3.9, -12.2, /, -0.1, /, 4.1, /, 0.441
35) Cc1csc(NC(=O)CSc2nnc(C)n2Cc2ccco2)n1
  -8.1, 18.6, -1.4, 5.6, 3.5, 8.3, 8.0, -1.9, -0.465
36) CCOC(=O)CC(=O)CSc1nc2c(cc1C#N)CCCCCC2
  /, /, 3.6, -25.4, 3.1, -27.3, 3.1, -7.8, -0.364
37) Cc1nn(CC(=O)N2CCN(Cc3ccccc3)CC2)c(=O)c2ccccc12
  19.4, -2.7, -2.5, 0.8, -3.4, -2.5, -0.9, -13.8, 1.32
38) Cc1cc2n(n1)C(c1ccco1)Nc1ccccc1-2 (stereo not drawn)
  -2.5, 0.9, -2.5, 1.3, 5.3, -17.7, 2.0, -5.8, /
39) Cc1cc(C(=O)CSc2nnc(NCc3ccccc3)s2)c(C)n1C
  -18.2, 1.1, 36.0, 1.8, 8.8, 18.4, 0.5, -6.7, 0.131
40) O=C(CSc1ccc2nnc(-c3ccc(F)cc3)n2n1)N1CCCCC1
  -6.8, -4.0, 4.6, -8.0, -1.5, 12.9, -2.0, -1.5, 0.22
41) CC(=O)Nc1nc(C(=O)Nc2c(C)n[nH]c2C)cs1
  6.9, -5.8, -18.4, 0.7, 2.6, 10.2, 1.3, -0.3, -0.284
42) COc1ccc(Cn2c(C3CC3)nc3ccc(NC(C)=O)cc3c2=O)cc1
  9.5, 6.7, -1.4, 6.4, 5.4, 13.1, -2.4, -4.6, 0.987
43) Cc1ccc(S(=O)(=O)NC(C)C(=O)Nc2ccccc2C(=O)N2CCCC2)cc1 (stereo not drawn)
  17.0, 4.8, -14.6, -6.0, 3.5, 2.4, 2.2, -1.9, -1.42
44) CC(=O)c1c(N2CCN(Cc3ccccc3)CC2)[nH]c(-c2ccccc2)nc1=S
  20.2, -12.6, 29.8, -9.0, 4.3, 15.7, -1.7, -0.6, 1.97
45) Cc1coc2c(C)c3oc(=O)c4c(c3cc12)CCC4
  -5.0, -7.1, 9.3, 3.7, /, -0.6, 1.6, -5.1, -0.0202
46) O=C(CCCN1C(=O)CCC1=O)Nc1ccc(Cl)c(C(F)(F)F)c1
  6.8, 0.2, 1.0, -6.1, -1.3, 3.3, 10.4, -4.2, -0.874
47) CC(C)n1cnc2cc(NCc3nc4ccccc4n3C)ccc21
  5.5, -3.2, 3.5, 0.3, 7.9, -2.6, 1.2, -6.3, /
48) CC1CCN(S(=O)(=O)c2ccc3[nH]c(=O)cc(C(=O)O)c3c2)CC1
  -3.2, 0.4, -3.5, 10.2, 10.5, 17.5, 7.0, -4.6, -0.35
49) Cc1ccc2nc3c(cc(C(=O)NCc4cccnc4)c(=N)n3C(C)C)c(=O)n2c1
  33.0, -10.6, -14.1, -20.7, -15.7, -2.1, -14.9, -6.2, -0.373
50) CCC(C)(C(=O)NC1CCCCC1)N(Cc1ccco1)C(=O)c1ccc2c(c1)OCO2 (stereo not drawn)
  9.6, 7.6, 8.4, -2.0, 9.3, 5.1, 2.0, -2.9, -0.863

Continuation:
Sequence of screens: AP ELISA ortho, CatB mixtures, Ecoli tolC, Cdc25B block, Ec RNAP inh, DUSP1 inh, CatB block, Hsp90 inh, D1 allo mod
51) COc1ccc(-c2noc(COc3ccc4c(c3)OCO4)n2)cc1OC
  9.2, 3.7, -1.3, 1.8, 6.7, 5.9, 4.8, -4.9, 0.0655
52) Nc1c(C(=O)NC2CCCCC2)nsc1C(=O)OCC(=O)NC1CCCCC1
  -10.8, 2.2, 14.8, -2.1, 11.4, -21.3, 3.7, -2.7, -1.62
53) CCc1ccc(N/C(SC)=C(/C#N)C(N)=O)cc1
  6.7, 4.7, 4.1, -3.5, 5.5, -0.1, 6.0, 1.3, 0.425
54) O=C(CN1CCN(c2ncc(C(F)(F)F)cc2Cl)CC1)Nc1ccc2c(c1)OCO2
  -0.2, 4.4, 11.1, 1.5, 7.9, 13.1, 10.7, -6.7, 0.00126
55) CCOC(=O)COc1ccc(S(=O)(=O)Nc2ccc3c(c2)OCO3)cc1
  10.5, 6.8, 3.0, -12.2, 10.6, 4.0, -1.4, 21.0, 1.1

An excerpt from above in order of molecular weight, largest number first.
Sequence of screens: AP ELISA ortho, CatB mixtures, Ecoli tolC, Cdc25B block, Ec RNAP inh, DUSP1 inh, CatB block, Hsp90 inh, D1 allo mod
50) CCC(C)(C(=O)NC1CCCCC1)N(Cc1ccco1)C(=O)c1ccc2c(c1)OCO2 (stereo not drawn)
  9.6, 7.6, 8.4, -2.0, 9.3, 5.1, 2.0, -2.9, -0.863
51) COc1ccc(-c2noc(COc3ccc4c(c3)OCO4)n2)cc1OC
  9.2, 3.7, -1.3, 1.8, 6.7, 5.9, 4.8, -4.9, 0.0655
53) CCc1ccc(N/C(SC)=C(/C#N)C(N)=O)cc1
  6.7, 4.7, 4.1, -3.5, 5.5, -0.1, 6.0, 1.3, 0.425

Assay outcomes deposited in PubChem by several laboratories.
